# Assay outcomes as filed in PubChem BioAssay.
# NCOA2 inhibitor: inhibits human steroid receptor coactivator 2; Q15596; HEK293 GAL4-SRC2 luciferase reporter, luminescence; inhibition, % at 9 µM; hit rate 0.17% among 370,000; AID 651957;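 active = inhibition above the mean inhibition of all tested compounds plus 3 SD, set per campaign, cut at about 52% in these data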;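 also: 0% = DMSO treated cells and 100% = cells given Gossypol at 36 µM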
# KKLEB cytotox: counter-screen for CF NF-kB inhibitors: cytotoxicity; hit rate 0.36% among 360,000; AID 602141; KKLEB CF airway cells viability, ATPlite luminescence, overnight; active compounds read low; cells stimulated with P. aeruginosa culture filtrate; activity change (cytotoxicity), % at 5 µM;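 active = corrected activity change at or below -50% at 5 µM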
# NCOA1 inh: human NCOA1 inhibition; HEK293 GAL4-SRC1 luciferase reporter, luminescence; Q15788; AID 588354; hit rate 0.12% among 360,000; inhibition, % at 3.6 µM;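 active = inhibition above the campaign mean plus 3 SD, with each screening campaign given its own cutoff, cut at about 60% in these data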;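 also: 0% = DMSO treated cells and 100% = gossypol at 36 µM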
# Target sequence (Q15788 whole entry, looked up, the tested form may be a part): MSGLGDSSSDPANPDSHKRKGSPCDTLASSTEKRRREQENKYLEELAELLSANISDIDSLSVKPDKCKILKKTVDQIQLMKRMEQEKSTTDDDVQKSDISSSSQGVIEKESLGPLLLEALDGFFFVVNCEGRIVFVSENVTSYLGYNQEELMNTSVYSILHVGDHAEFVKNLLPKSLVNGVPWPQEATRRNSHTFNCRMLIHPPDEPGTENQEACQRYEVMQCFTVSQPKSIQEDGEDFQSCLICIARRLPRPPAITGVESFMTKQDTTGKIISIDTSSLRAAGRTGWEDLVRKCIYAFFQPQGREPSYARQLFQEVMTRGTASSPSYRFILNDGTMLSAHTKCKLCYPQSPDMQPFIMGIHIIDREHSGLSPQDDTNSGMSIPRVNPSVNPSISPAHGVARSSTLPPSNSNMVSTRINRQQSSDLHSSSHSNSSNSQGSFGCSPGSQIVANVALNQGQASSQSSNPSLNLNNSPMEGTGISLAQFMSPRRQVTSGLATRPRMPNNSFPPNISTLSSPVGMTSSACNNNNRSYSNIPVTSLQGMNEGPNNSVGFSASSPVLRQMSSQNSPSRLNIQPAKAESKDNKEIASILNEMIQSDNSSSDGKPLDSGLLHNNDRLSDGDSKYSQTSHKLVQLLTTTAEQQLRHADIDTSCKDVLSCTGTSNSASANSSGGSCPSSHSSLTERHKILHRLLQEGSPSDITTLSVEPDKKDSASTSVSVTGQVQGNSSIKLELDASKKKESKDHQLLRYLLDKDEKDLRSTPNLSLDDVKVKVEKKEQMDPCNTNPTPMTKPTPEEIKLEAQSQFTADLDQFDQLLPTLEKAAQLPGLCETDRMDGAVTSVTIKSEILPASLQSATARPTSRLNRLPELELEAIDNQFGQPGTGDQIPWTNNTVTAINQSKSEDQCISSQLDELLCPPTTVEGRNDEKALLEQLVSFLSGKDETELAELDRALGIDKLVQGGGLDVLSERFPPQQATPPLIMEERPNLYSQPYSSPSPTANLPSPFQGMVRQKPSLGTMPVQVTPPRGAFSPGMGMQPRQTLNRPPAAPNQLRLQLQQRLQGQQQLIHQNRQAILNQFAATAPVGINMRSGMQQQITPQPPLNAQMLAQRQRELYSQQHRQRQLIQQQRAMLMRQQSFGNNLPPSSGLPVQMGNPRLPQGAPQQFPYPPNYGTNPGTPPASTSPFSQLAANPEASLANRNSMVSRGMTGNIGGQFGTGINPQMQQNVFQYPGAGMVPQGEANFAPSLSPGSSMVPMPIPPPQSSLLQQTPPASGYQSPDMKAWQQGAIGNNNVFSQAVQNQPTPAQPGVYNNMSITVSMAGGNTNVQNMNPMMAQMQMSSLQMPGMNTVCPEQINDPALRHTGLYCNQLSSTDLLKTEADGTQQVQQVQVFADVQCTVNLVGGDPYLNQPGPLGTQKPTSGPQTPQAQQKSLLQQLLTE
# TWEAK-Fn14 inh: inhibitors of TWEAK-Fn14 interaction signaling; TWEAK-stimulated Fn14 reporter cells, luciferase luminescence, 8 h; hit rate 2% among 360,000; inhibition, % at 10 µM; AID 1159606; in the data active = inhibition above about 50%
# LMP1 NFkB inh: reduces LMP1-driven NF-kappaB luciferase signal; AID 504558; inhibition, % at 12.5 µM; hit rate 0.69% among 350,000; LMP1-induced NF-kappaB luciferase reporter cells, luminescence; in the data active = inhibition above about 41%;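 also: 0% = neutral control wells and 100% = reference inhibitor control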
# TRAIL sens C8: caspase-8 TRAIL sensitization; NB7+C8 cells + TRAIL, ATPlite viability luminescence; inhibition (viability loss, TRAIL sensitization), % at 10 µM; hit rate 1% among 360,000; AID 624354;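 active = compounds causing at least 50% loss of cell viability in the single-dose screen, relative to plate controls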
# TROY NFkB inh: TROY signaling inhibition; inhibition, % at 10 µM; hit rate 0.98% among 360,000; Q293 LMP1-TROYcd NF-kB luciferase reporter, 4 h; AID 1347056;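 active = compounds whose plate-normalised and pattern-corrected inhibition of the luciferase reporter signal at the single screening dose is 50% or more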
# CF NFkB block: inhibitors of cystic fibrosis induced NF-kB; AID 588850; KKLEB NF-kB-GFP reporter, PAF-induced, GFP fluorescence overnight; inhibition, % at 5 µM; hit rate 0.86% among 360,000;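 active = at least 50% inhibition at 5 µM, scaled per plate between neutral and stimulator controls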;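 also: PAF is a Pseudomonas aeruginosa culture filtrate used as stimulus; plate controls were PAF-stimulated DMSO wells for no effect and unstimulated DMSO wells for full effect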
# NR5A2 inv ag: NR5A2 inverse agonism in reporter assay | inhibition, % at 3.6 µM | HEK293T StAR-luciferase reporter, LRH-1 transfected, 24 h | hit rate 0.13% among 360,000 | O00482;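 active = inhibition above the mean inhibition of all tested compounds plus 3 SD, cut at about 73% in these data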;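 also: 0% = DMSO wells and 100% = reporter-only cells lacking LRH-1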
# COUP-TFII inh: inhibitors of human COUP-TFII (NR2F2) | hit rate 0.7% among 370,000 | P24468 | HEK293T NGFI-A luciferase reporter, luminescence | inhibition, % at 8.6 µM | AID 686940;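 active = inhibition above a per-plate cutoff, mean inhibition of test wells between control levels plus 3 SD, cut at about 38% in these data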;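 also: cells cotransfected with COUP-TFII expression vector driving the NGFI-A reporter; 0% = median of COUP-TF2 test wells and 100% = reporter-only cells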
# NCOA3 inh: inhibitors of human steroid receptor coactivator 3 (SRC3) | HEK293 GAL4-SRC3 luciferase reporter, luminescence | inhibition, % at 3.6 µM | hit rate 0.17% among 360,000 | AID 588352;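 active = inhibition above a per-campaign cutoff, the mean of all compounds plus 3 SD, cut at about 60% in these data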;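 also: 0% = DMSO-treated cells and 100% = gossypol-treated cells at 36 µM; higher means less SRC3-driven luciferase light from the GAL4 reporter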
# * marks the source's active call; other numbers are inactive results; . = not tested or not shown.
SMILES,NCOA2 inhibitor,KKLEB cytotox,NCOA1 inh,TWEAK-Fn14 inh,LMP1 NFkB inh,TRAIL sens C8,TROY NFkB inh,CF NFkB block,NR5A2 inv ag,COUP-TFII inh,NCOA3 inh
CC1(NC(=O)CC(c2ccccc2)(c2ccccc2)c2ccccc2)CCN(CCCc2ccccc2)C1=O (configuration not stated),12,-5,0,36,2,21,19,8,-2,10,2
Cc1cc(OC(C)C(=O)N2CCN(c3ccc(F)cc3)CC2)c2c(C)c(C)c(=O)oc2c1 (configuration not stated),1,-11,-7,23,10,3,13,-7,-7,9,-12
O=C(Cc1nnc(NC(=O)c2cccc([N+](=O)[O-])c2)s1)NCc1ccccc1,-8,-3,2,-13,2,-2,14,12,8,11,6
CC1CN(S(=O)(=O)c2ccc(C(=O)NN3CCN(C)CC3)cc2)CC(C)O1 (configuration not stated),-3,3,15,16,-4,0,7,9,0,-11,14
Nc1c(C(=O)Nc2nccs2)sc2nc(-c3cccs3)cc(C(F)(F)F)c12,-10,4,-11,-10,-3,8,-5,-19,4,4,6
Cc1ccccc1N/N=C/c1ccc(N2CCOCC2)cc1,-26,-1,-15,-33,-29,3,-1,-1,-18,4,-19
O=C(NC1(C(F)(F)F)NC(=O)N(c2ccc(F)c(Cl)c2)C1=O)c1ccncc1 (configuration not stated),13,0,-7,-1,-9,-10,22,9,-15,-4,-12
CC(C)CNC(=O)COC(=O)c1c2c(nc3ccccc13)/C(=C/c1cccs1)CC2,-9,-34,-12,24,-53,12,-6,-26,54,1,-33
Cc1ccc(C(=O)N(CC#N)CC#N)cc1C,15,6,-3,1,-6,-4,-8,-6,12,0,8
CSc1nnc(NC(=O)c2ccc3c(c2)OCO3)s1,-64,0,-97,92*,68*,74*,71*,-8,-65,-26,-70
COc1ccc([C@@H]2[C@@H]3C(=O)N(C(C)(C)C)C(=O)[C@@H]3[C@]3(Cc4ccccc4)C(=O)N(c4cccc(C)c4)C(=O)N23)cc1,-11,7,5,2,-14,4,-15,-7,-3,0,-13
COc1ccc(C2=NOC(C(=O)NCCN3CCOCC3)C2)cc1 (configuration not stated),-7,5,-3,8,13,-18,-2,-5,-16,-1,18
O=C(NN1C(=O)C2C(C1=O)C1C=CC2C12CC2)c1cccnc1 (configuration not stated),4,2,4,5,-7,0,9,4,11,-8,4
OCC1OC(Oc2c(Br)cc(Br)cc2Br)C(O)C(O)C1O (configuration not stated),-17,4,-2,-8,1,6,3,4,-12,-5,-14
O=C(NCc1ccccn1)C(=O)C1C(=O)Nc2ccccc21 (configuration not stated),-10,0,-15,-14,-1,-2,-3,-6,6,3,14
O=C(NCCO)C(=O)NCC(c1cccs1)S(=O)(=O)c1ccc(F)cc1 (configuration not stated),-27,7,2,-5,6,4,-2,5,11,-25,-9
Cc1ccc(S(=O)(=O)/N=C/c2ccco2)cc1,5,-12,-10,9,-2,-1,2,15,-12,2,-7
O=C(CSc1nnc2ccccn12)NNC(=O)c1ccc([N+](=O)[O-])cc1,9,-3,-8,10,38,-11,-8,2,-7,18,18
CC(C)NC(=O)c1ccc(CS(=O)(=O)c2ccc(Br)cc2)o1,15,-6,-9,0,-16,6,-9,8,6,5,-2
NC(=O)c1ccc2c(=O)n3c(-c4cc(Cl)c(N)c(Cl)c4)csc3nc2c1,-29,-19,-10,-19,1,20,17,32,8,9,-1
Cc1ccoc1C(=O)Nc1cccc(Oc2ccccc2)c1,-79,4,-88,-6,-28,1,-9,-40,-102,-21,-96
CC(C)(C)c1cn(-c2ccc(Cl)cc2)c(=S)[nH]1,-9,10,-16,-15,26,2,-61,2,-6,-9,-7
CCCC1CC(CSC(=N)N)OC1=O (configuration not stated),-5,3,6,-8,0,-4,14,-6,-1,1,8
Cc1ccc(-n2c3c(cc(C(=O)NCc4ccco4)c2=O)C(=O)CC(C)(C)C3)cc1,6,-11,5,2,0,3,-4,-5,1,16,2
CCOC(=O)CC(=O)c1cc(OC)c(OC)c(OC)c1,-19,-9,-8,8,1,-8,-19,11,6,-15,-11
COC(=O)c1cn(C(=O)c2cc(OC)cc(OC)c2)c2ccccc12,30,-18,3,11,-7,23,11,3,-9,7,-12
CC1=[N+](CC(=O)NC(C)(C)C)CCc2ccccc21,2,-6,-47,-17,-2,3,1,-1,12,13,-2
Cc1cccn2c(CNCCc3ccccn3)c(C(=O)N3CCOCC3)nc12,14,-14,-29,4,0,0,0,20,-15,-8,-18
Cn1c(=O)c2[nH]c(CSCc3ccccc3)nc2n(C)c1=O,17,-10,7,27,-2,-15,5,14,-11,-3,-4
COc1ccc2nc(NC(=O)CCn3cccc3)sc2c1,3,-37,-34,-3,-10,9,2,2,-18,5,-18

# One compound at a time (already shown):
# CC1=[N+](CC(=O)NC(C)(C)C)CCc2ccccc21 is listed as NCOA2 inhibitor: 2; KKLEB cytotox: -6; NCOA1 inh: -47; TWEAK-Fn14 inh: -17; LMP1 NFkB inh: -2; TRAIL sens C8: 3; TROY NFkB inh: 1; CF NFkB block: -1; NR5A2 inv ag: 12; COUP-TFII inh: 13; NCOA3 inh: -2
# CCCC1CC(CSC(=N)N)OC1=O (configuration not stated) is listed as NCOA2 inhibitor: -5; KKLEB cytotox: 3; NCOA1 inh: 6; TWEAK-Fn14 inh: -8; LMP1 NFkB inh: 0; TRAIL sens C8: -4; TROY NFkB inh: 14; CF NFkB block: -6; NR5A2 inv ag: -1; COUP-TFII inh: 1; NCOA3 inh: 8

# (further entries)
SMILES,NCOA2 inhibitor,KKLEB cytotox,NCOA1 inh,TWEAK-Fn14 inh,LMP1 NFkB inh,TRAIL sens C8,TROY NFkB inh,CF NFkB block,NR5A2 inv ag,COUP-TFII inh,NCOA3 inh
O=C(COc1ccccc1F)NNC(=O)c1cc(Br)ccc1Cl,25,3,4,-2,3,-7,2,0,22,-6,5
CC(=O)Nc1sc2c(c1C(c1ccc(F)cc1)N1CCOCC1)CCCC2 (configuration not stated),-22,2,-7,25,-1,7,8,13,-1,0,-28
CC(C)(C)/C(Cn1cncn1)=N\OC(=O)Nc1ccc(Cl)cc1,-5,2,-20,-26,-12,-3,-19,-8,7,7,-3
NS(=O)(=O)c1ccc(CCNC(=O)COC(=O)c2ccc([N+](=O)[O-])o2)cc1,-63,-2,-1,5,-5,1,8,5,31,-4,-3
Cc1nc2scc(-c3ccccc3)c2c(=O)n1N,14,7,5,17,3,4,.,-4,20,0,-15
O=C(O)Cc1sc(Nc2ccccc2)nc1-c1cccs1,-17,8,-54,7,-30,-2,-42,-15,-57,-3,-71
Nc1nccc(/C=C/c2ccc(Cl)cc2)n1,-60,-5,-101,-25,-11,20,-23,7,-78,-17,-37
CCCOc1ccc(/C=C/c2c([N+](=O)[O-])c(=O)n(C)c(=O)n2C)cc1,16,-16,7,21,2,24,21,22,9,5,3
O=C(O)C(Oc1ccc2ccccc2c1)c1ccccc1 (configuration not stated),5,10,-9,0,-7,-16,-6,3,1,4,18
COc1cc(C2NC(=S)NC3=C2CCc2ccccc23)cc(OC)c1OC (configuration not stated),1,14,3,3,23,-9,-15,-2,3,7,10
CCOC(=O)c1cnc(-n2nc(C)cc2C)nc1NNc1nc(-c2ccccc2)cc(-c2ccccc2)n1,.,2,3,-2,75*,41,14,7,-2,.,19
COC(=O)c1ccc(C(=O)OC)c(NC(=O)c2cccnc2)c1,.,-4,8,-31,1,-4,-20,-19,15,.,-22
O=C(NC1(O)C(=O)c2ccccc2C1=O)c1ccccc1,0,3,-4,1,11,-23,4,-2,14,-1,-2
CC1(C)CC(C(=O)NCCC(c2ccccc2)c2ccco2)CCO1 (configuration not stated),-14,7,-5,8,-9,5,9,9,-21,-9,20
O=C(NCCc1ccccn1)c1ccc(S(=O)(=O)N2CCCCCC2)cc1,-18,2,-24,0,0,-3,10,3,-30,-11,-13
O=C(O)COc1ccccc1/C=N/NC(=O)CNC(=O)c1ccco1,-9,9,-8,-5,5,12,-4,-14,6,11,-10
COc1ccc(N/C=C/C(=O)c2ccccc2)cc1,-69,-54*,-94,90*,2,71*,40,-18,-172,-42,-86
CC(C)NC(=O)CSc1nc2ccccc2n1CC(=O)N1CCc2ccccc21,.,-4,-7,3,-20,-2,-26,10,-2,.,-1
COc1ccc(N2CC(C)Cn3c2nc2c3c(=O)n(CCc3ccccc3)c(=O)n2C)cc1 (configuration not stated),8,-4,17,31,-4,21,1,11,12,3,-4
CCOC(=O)c1c(NC(=O)CSc2nnc(-c3ccncc3)n2Cc2ccco2)sc(C)c1C,2,-3,11,8,8,-1,-3,2,-23,16,9
CCC(CC)c1nnc(NC(=O)Cc2cccs2)s1,3,8,-8,16,0,-13,4,-4,-11,-7,4
Cn1cccc1Cc1nnc(SCC(=O)NC2CCCC2)n1CCc1ccccc1,-3,0,-14,0,21,-11,-11,-3,-19,1,6
Cc1cc(C)c(NC(=S)N(C)C)cc1C,6,-7,-16,-32,4,13,-28,8,-6,0,20
COc1cc(CCc2ccccc2)c(C(=O)O)c(O)c1CC=C(C)C,4,7,-18,25,10,3,38,45,-14,16,8
COc1ccc(S(=O)(=O)N2CCCC(C(=O)NCc3ccc(F)cc3)C2)cc1 (configuration not stated),-21,-6,-2,4,-7,4,7,-8,14,-1,-2
CNC(=O)c1ccsc1NC(=O)CS(=O)(=O)c1ccccc1,-15,-2,-2,-1,6,-2,6,-28,5,6,-2
COC(=O)N1[C@H](Cc2ccccc2)C=C[C@]1(C)C(=O)O,-13,-4,0,-6,4,-24,4,-6,-12,5,12
COc1ccc2oc(C(=O)OCC(=O)N3C(C)CCCC3C)c(C)c2c1 (configuration not stated),-14,6,-91,-15,-9,1,-9,23,-13,-1,-38
Cc1ccsc1/C=C(/C#N)C(=O)NCc1ccccc1,-32,1,-7,-13,-7,0,-40,16,-2,-6,-29
COc1cc(OC)c(NC(=O)c2cncn2-c2ccc(F)cc2)cc1Cl,-1,-6,9,-14,-13,-10,-1,7,-12,-6,6
Cc1ccccc1NC(=O)Cc1nc(COC(=O)c2ccc(C(F)(F)F)cc2)cs1,4,0,20,-12,1,10,-19,12,-5,3,20
CCOC(=O)C(NC(C)=O)(Nc1ccc(S(=O)(=O)Nc2ncccn2)cc1)C(F)(F)F (configuration not stated),-19,-2,9,-3,1,-4,-2,5,3,18,6
Cc1csc2ncc(C(=O)N(Cc3ccccc3)c3ccccn3)c(=O)n12,-29,-8,7,22,-4,3,4,6,10,8,2
Cc1c(C(=O)NCCc2ccc(S(N)(=O)=O)cc2)cccc1[N+](=O)[O-],-7,-6,9,7,-2,-12,-4,8,-17,4,15
CSc1ccccc1NC(=O)CN(C1CCCCC1)S(C)(=O)=O,-12,-4,-24,14,-7,-8,22,23,9,12,6
CCOC(=O)c1cnc2sc3c(n2c1=O)CCCC3,0,-8,-13,22,5,10,-17,10,-18,2,1
CCOC(=O)C1=C(CC)Nc2ccccc2N=C1NC(=O)c1ccc(OC)c(S(=O)(=O)N2CCOCC2)c1,-9,-4,-13,-16,-1,-20,7,12,10,8,9
CC1=C(C(=O)N2CCOCC2)CC(CC(=O)NCC2CCCCC2)C(=O)N1Cc1ccc(F)cc1 (configuration not stated),-5,13,12,5,-1,-7,-9,10,-11,-9,-4
COc1ccc(NC(=O)CN(C)C(=O)c2ccc(COc3ccccc3)cc2)cc1,-27,9,-8,-1,2,5,12,-14,8,0,3
